M4 PAM: positive allosteric modulators of human muscarinic M4 receptor. P08173. CHO-K1 hM4/Gqi5, Fluo-8 calcium fluorescence, ACh EC20; 0% = ACh EC20, 100% = maximal ACh. activation, % at 3 µM. hit rate 0.4% among 360,000. AID 624126;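 active = activation above its plate's cutoff, the mean activation of sample wells plus 3 SD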; note: some results filed as inactive read as strong as hits
CRFR2-BP antag: antagonists of CRF-binding protein/CRF-R2 receptor complex; hit rate 0.59% among 350,000; AID 588475; HEK293 CRF-R2/CRF-BP, CRF-induced calcium fluorescence; inhibition, % at 11.8 µM;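 active = inhibition of the ligand-induced calcium signal above about 50% at the single tested concentration, limit read from the data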
M5 antag: CHRM5 antagonism in calcium assay; inhibition, % at 3 µM; hit rate 0.59% among 360,000; AID 624040; CHO-hM5 cells, Fluo-8 calcium fluorescence, ACh EC80; P08912;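 active = inhibition above a per-plate cutoff, the mean of that plate's test compounds plus 3 SD, cut at about 27% in these data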;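 note: 0% = acetylcholine EC80 with DMSO and 100% = DMSO without agonist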
Target sequence (P08912 whole entry, looked up): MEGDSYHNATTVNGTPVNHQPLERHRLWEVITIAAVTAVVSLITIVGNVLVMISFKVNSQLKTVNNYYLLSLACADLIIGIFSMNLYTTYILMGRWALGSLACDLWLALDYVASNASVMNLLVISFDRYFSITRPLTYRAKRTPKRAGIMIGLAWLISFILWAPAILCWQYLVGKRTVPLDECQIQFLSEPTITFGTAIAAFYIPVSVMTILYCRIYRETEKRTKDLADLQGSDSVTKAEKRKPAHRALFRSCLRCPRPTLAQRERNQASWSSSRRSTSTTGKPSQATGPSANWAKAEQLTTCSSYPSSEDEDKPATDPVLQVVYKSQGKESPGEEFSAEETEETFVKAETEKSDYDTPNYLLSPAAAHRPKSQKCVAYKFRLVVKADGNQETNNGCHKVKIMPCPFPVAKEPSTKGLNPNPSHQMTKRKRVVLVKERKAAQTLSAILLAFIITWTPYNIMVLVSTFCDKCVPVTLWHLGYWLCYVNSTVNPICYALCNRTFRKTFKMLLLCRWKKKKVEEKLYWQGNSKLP
CHO-K1 Ca PAM: counter-screen for M1 PAMs: effect in parental CHO-K1 cells; ATP EC20, Fluo-8 calcium fluorescence; 0% at ATP EC20, 100% at ATP max; AID 602247; hit rate 0.02% among 360,000; activation, % at 3 µM;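 active = activation above the run cutoff, the mean activation of all test compounds plus 3 SD, cut at about 40% in these data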;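 note: peak over basal fluorescence ratio in a 140 s read after ATP addition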
TAAR1 agonist: agonists of human TAAR1. CHO RD-HGA16 TAAR1, Fluo-8 calcium fluorescence; vehicle wells 0%, saturating PEA agonist 100%. activation, % at 3 µM. hit rate 0.99% among 360,000. AID 624467;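 active = activation above the mean activation of all test compounds in the run plus 3 SD, cut at about 38% in these data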
Target sequence (Q96RJ0 whole entry, looked up): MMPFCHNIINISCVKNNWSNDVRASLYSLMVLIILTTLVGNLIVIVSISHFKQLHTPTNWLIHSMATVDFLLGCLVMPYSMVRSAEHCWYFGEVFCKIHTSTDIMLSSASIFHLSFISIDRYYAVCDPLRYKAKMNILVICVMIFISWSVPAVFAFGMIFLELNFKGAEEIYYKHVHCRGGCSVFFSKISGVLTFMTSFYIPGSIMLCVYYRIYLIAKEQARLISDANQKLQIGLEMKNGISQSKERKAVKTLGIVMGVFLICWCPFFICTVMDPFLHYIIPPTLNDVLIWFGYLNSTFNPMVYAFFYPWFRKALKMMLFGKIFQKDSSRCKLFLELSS
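Test system: RD-HGA16 (CHO) cells co-expressing Gα16 and hTAAR1 | Doses: Single dose, 3 µM | Schedule: 17-24 h seeding, 75 min 37 °C dye, 30 min RT | Evaluation: % activation from peak over basal fluorescence ratio, DMSO-to-PEA scaled | Technique: Kinetic Fluo-8 calcium fluorescence | Benchmarks: Low control DMSO, high control PEA (EC100)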
CHRM5 agonist: agonists of human muscarinic M5 receptor (CHRM5); CHO-K1 hM5 cells, Fluo-8 calcium fluorescence; 0% DMSO wells, 100% maximal acetylcholine response; activation, % at 3 µM; hit rate 0.19% among 360,000; AID 624037;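 active = activation above the run's mean over test compounds plus 3 SD, cut at about 23% in these data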;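 note: signal is peak over basal fluorescence ratio across the kinetic read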
CRFBP-R2 agonist: agonists of human CRF-binding protein/CRF-R2 receptor complex; HEK293 CRF-R2/CRF-BP, calcium dye fluorescence (FLIPR); percent of saturating CRF peptide response; activation, % at 13.2 µM; hit rate 0.46% among 350,000; AID 588473;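 active = activation of at least 50%, plus an integration ratio under a set limit after plate pattern correction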;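 note: plate controls were neutral control wells without compound for no effect and CRF at EC100 for full effect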
TAAR1 antag: human TAAR1 antagonism; CHO RD-HGA16 TAAR1, Fluo-8 calcium fluorescence, antagonist; hit rate 1.5% among 360,000; inhibition, % at 3 µM; Q96RJ0;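 active = inhibition above a per-plate cutoff, the mean inhibition of test compounds on that plate plus 3 SD, cut at about 49% in these data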;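 note: 0% = DMSO plus EC80 beta-PEA response and 100% = DMSO alone without agonist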
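System: RD-HGA16 CHO cells with stable hTAAR1 and Gα16 | Probe or stimulus: EC80 β-phenethylamine stimulus | Dosing: 3 µM, single point | Times: Dye loading 75 min at 37 °C, then 30 min room temperature | Measured by: Fluo-8 calcium-sensitive fluorescence | Read-out basis: % inhibition of agonist calcium response | Replicates: n of 1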
CHRM5 PAM: positive allosteric modulators of human muscarinic M5 receptor. P08912. CHO-K1 hM5, Fluo-8 calcium, ACh EC20 PAM; 0% = ACh EC20, 100% = ACh EC100. activation, % at 3 µM. hit rate 0.3% among 360,000;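 active = activation above the run cutoff, the mean activation of all test compounds plus 3 SD, cut at about 18% in these data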
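Measured by: Fluo-8 calcium fluorescence; material: human M5 receptor in CHO-K1 cells; schedule: Post-acetylcholine fluorescence recording 140 s; benchmarks: low control EC20 acetylcholine (0%), high control EC100 acetylcholine (100%); read-out: Max/basal fluorescence ratio as % of EC20–EC100 ACh window; compound: single dose, 3 µM nominal final test concentration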
* marks the source's active call; other numbers are inactive results; . = not tested or not shown.

SMILES | M4 PAM | CRFR2-BP antag | M5 antag | CHO-K1 Ca PAM | TAAR1 agonist | CHRM5 agonist | CRFBP-R2 agonist | TAAR1 antag | CHRM5 PAM
COc1ccc(F)cc1S(=O)(=O)N1CCC(C(N)=O)CC1 | -3 | -25 | -7 | 10 | -2 | 0 | -1.2 | 8 | 3
CC(=O)Nc1ccc(NC(=O)CSc2ncc(C(=O)Nc3ccc(F)cc3)c(=O)n2C)cc1 | 18* | 11 | -1 | 4 | 3 | -1 | -0.4 | 6 | -1
Cc1nc2sc3c(c2c(=O)[nH]1)CCCCC3 | 19 | -7 | -1 | 1 | -1 | 3 | -1.7 | -26 | 4
O=C(Nc1cc(C(F)(F)F)ccc1N1CCOCC1)C1=NN(c2ccccc2)C(=O)CC1 | -2 | -22 | 5 | -19 | 2 | 0 | -0.8 | 2 | -5
COc1cc2c(cc1NC(=O)COC(=O)/C=C/c1ccccc1)oc1ccccc12 | -2 | -5 | 12 | 13 | 0 | -1 | -0.1 | -12 | -3
O=S(=O)(c1ccc(Cl)c(Cl)c1)c1snnc1-c1ccccc1 | -19 | -6 | 11 | 6 | . | -8 | 2.8 | . | -17
Nc1ncnc2c1ncn2[C@@H]1O[C@H](CNCC(O)CO)[C@@H](O)[C@H]1O (stereo partly drawn) | -1 | 12 | 1 | 13 | 0 | 1 | 0.1 | -12 | 3
CCOc1cc(/C=N/NC(=O)c2cccnc2)ccc1OCC(=O)N(C)C | 3 | -5 | 0 | 18 | 5 | 1 | -0.7 | 11 | 1
Cc1nn(CCOc2ccccc2)c(=O)n1-c1c(F)cccc1F | 32* | 21 | -4 | 5 | 13 | 0 | -0.1 | -2 | 2
Cc1ccc(S(=O)(=O)Nc2cc3c(C(=O)O)c(C)oc3c3ccccc23)c(C)c1 | 0 | 9 | 9 | 12 | 3 | -1 | 2.5 | -6 | 0
O=C(/C=C/c1cc([N+](=O)[O-])ccc1OC(F)F)NCc1ccc(Cl)cc1 | -5 | 6 | 1 | 8 | 5 | -3 | -0.4 | 16 | -4
COc1cc(/C=N/NC(=O)c2cccc(S(=O)(=O)N3CCCC3)c2)cc(OC)c1O | 12 | 5 | -2 | -22 | 1 | -2 | -0.3 | 8 | 3
Cc1ccccc1OC(=O)Cn1c(C(F)(F)F)nc2ccccc21 | 1 | -6 | 0 | 9 | 8 | -1 | -1.3 | -4 | -9
CCOC(=O)c1c(C)[nH]c(C(=O)CN2C(=O)NC3(CCCC3)C2=O)c1C | 5 | 2 | -2 | -2 | 3 | 5 | 0.1 | -29 | 2
O=C(CSc1nnc2ccccn12)Nc1ccc(S(=O)(=O)N2CCOCC2)cc1 | -12 | -18 | 8 | 2 | 0 | -5 | 1.8 | 2 | -4

Limited to M5 antag, CRFR2-BP antag and CHO-K1 Ca PAM (6 entries from above):
molecule	M5 antag	CRFR2-BP antag	CHO-K1 Ca PAM
O=C(Nc1cc(C(F)(F)F)ccc1N1CCOCC1)C1=NN(c2ccccc2)C(=O)CC1	5	-22	-19
COc1cc2c(cc1NC(=O)COC(=O)/C=C/c1ccccc1)oc1ccccc12	12	-5	13
O=S(=O)(c1ccc(Cl)c(Cl)c1)c1snnc1-c1ccccc1	11	-6	6
Nc1ncnc2c1ncn2[C@@H]1O[C@H](CNCC(O)CO)[C@@H](O)[C@H]1O (stereo partly drawn)	1	12	13
CCOc1cc(/C=N/NC(=O)c2cccnc2)ccc1OCC(=O)N(C)C	0	-5	18
Cc1nn(CCOc2ccccc2)c(=O)n1-c1c(F)cccc1F	-4	21	5

For reference, some entries already given.
SMILES | M4 PAM | CRFR2-BP antag | M5 antag | CHO-K1 Ca PAM | TAAR1 agonist | CHRM5 agonist | CRFBP-R2 agonist | TAAR1 antag | CHRM5 PAM
O=C(/C=C/c1cc([N+](=O)[O-])ccc1OC(F)F)NCc1ccc(Cl)cc1 | -5 | 6 | 1 | 8 | 5 | -3 | -0.4 | 16 | -4
COc1cc(/C=N/NC(=O)c2cccc(S(=O)(=O)N3CCCC3)c2)cc(OC)c1O | 12 | 5 | -2 | -22 | 1 | -2 | -0.3 | 8 | 3
Cc1ccccc1OC(=O)Cn1c(C(F)(F)F)nc2ccccc21 | 1 | -6 | 0 | 9 | 8 | -1 | -1.3 | -4 | -9
CCOC(=O)c1c(C)[nH]c(C(=O)CN2C(=O)NC3(CCCC3)C2=O)c1C | 5 | 2 | -2 | -2 | 3 | 5 | 0.1 | -29 | 2
O=C(CSc1nnc2ccccn12)Nc1ccc(S(=O)(=O)N2CCOCC2)cc1 | -12 | -18 | 8 | 2 | 0 | -5 | 1.8 | 2 | -4

Other results:
SMILES | M4 PAM | CRFR2-BP antag | M5 antag | CHO-K1 Ca PAM | TAAR1 agonist | CHRM5 agonist | CRFBP-R2 agonist | TAAR1 antag | CHRM5 PAM
N#Cc1c(N)n(-c2ccc(O)cc2)c2nc3ccccc3nc12 | -1 | 15 | 3 | 21 | 0 | -3 | -0.8 | 5 | 2
COc1ccc(N(CC(=O)Nc2cc(OC)c(OC)cc2C(=O)O)S(=O)(=O)c2c(C)noc2C)cc1 | 4 | -4 | -3 | 5 | -1 | -2 | 0.3 | -8 | -1
CCc1ccc(NSc2ccccc2[N+](=O)[O-])cc1 | -1 | -1 | 20 | 8 | 6 | -4 | -1.2 | 36 | 2
Cc1csc(NC(=O)C2CCCN(S(=O)(=O)c3cccnc3)C2)n1 (stereo not drawn) | 3 | -4 | -1 | 17 | 0 | 3 | 1.1 | 3 | -1
CN(C)C(=O)CSc1n[nH]c(=O)n1CCc1ccccc1 | 8 | -7 | 1 | 6 | 0 | -3 | -0.6 | -19 | 1
COc1ccc(NC(=O)CSc2nnc(N)n2CC(=O)Nc2ccc(OC)cc2)cc1 | -2 | 2 | 13 | 18 | 1 | -2 | -1.8 | -2 | 2
CCc1nc(SCC(=O)N2CCCC2)c2ccccc2n1 | 12 | 2 | -1 | 17 | 4 | 1 | 0.1 | 2 | -2
Cc1cc(C)c(NC(=O)Cn2nnc(C(=O)Nc3ccc(F)cc3F)c2N)c(C)c1 | 0 | 3 | -4 | 10 | 1 | -4 | 4.5 | -1 | 1
O=C(Nc1ccc2c(c1)OCO2)c1ccc2c(c1)S(=O)(=O)c1ccccc1C2=O | 7 | -10 | 14 | 12 | 6 | 1 | -2.9 | 2 | -2
Cc1ccc(OCCC(=O)OCC(=O)Nc2cc(C)cc(C)c2)cc1 | 3 | 11 | 8 | -16 | -1 | -2 | -0.3 | -17 | -9
CN1C(=O)c2ccccc2C(C(=O)O)C1c1cn(C)c2ccccc12 (stereo not drawn) | 11 | 25 | 2 | 4 | 0 | -4 | 1.0 | -9 | -1
Cc1nn(C(=O)C(C)N2C(=O)c3ccccc3C2=O)c(C)c1Br (stereo not drawn) | 1 | 6 | 0 | -2 | 5 | -5 | 0.1 | 29 | -9
CCCn1c(Nc2ccccc2C)nc2ccccc21 | -4 | 16 | -6 | -7 | 0 | -8 | -1.7 | -3 | 3
OC[C@H]1O[C@@H](c2nc(-c3nc(-c4ccc(F)cc4)no3)cs2)[C@H](O)[C@@H]1O | -3 | . | -1 | 7 | 1 | 1 | . | -16 | -2
Cc1nn(-c2ccccc2)c(Cl)c1C(=O)NCC(C)C | 2 | 10 | 4 | 6 | 6 | 0 | -1.3 | -1 | 0
COc1ccc(-n2nc([N+](=O)[O-])c(=NCc3ccc4c(c3)OCO4)n2O)cc1 | -6 | 26 | -1 | 19 | -1 | -1 | -0.8 | 11 | -3
CCOCCCNc1nc2c(c(=O)[nH]c(=O)n2C)n1CCCc1ccccc1 | -1 | 4 | 6 | -8 | 7 | -2 | -3.5 | -37 | -5
O=C1c2cccc(-c3ccc(C(F)(F)F)cc3)c2C2CCCCN12 (stereo not drawn) | -3 | . | 3 | 15 | 7 | 3 | . | -14 | -2
Cc1cc(F)ccc1S(=O)(=O)N1CCCOC1CNC(=O)C(=O)NCc1ccc2c(c1)OCO2 (stereo not drawn) | -2 | 3 | 2 | -3 | 1 | 0 | -0.7 | -13 | -1
Cc1ccc(S(=O)(=O)N/N=C\c2ccc([N+](=O)[O-])o2)cc1 | 1 | 11 | 1 | 9 | 5 | 4 | 0.1 | -8 | -3
CCOC(=O)c1cc(S(=O)(=O)N2CCCC2)cn1C | -3 | 6 | 14 | 8 | 1 | -7 | -1.0 | -12 | -4
N#Cc1ccccc1S(=O)(=O)N1CCN(C(=O)[C@@H]2CCCN2C(=O)c2cccs2)CC1 | 4 | -3 | 1 | -10 | 0 | 0 | 0.6 | -2 | 1
NNC(=O)C(=O)Nc1ccc(Cl)c(Cl)c1 | 2 | 21 | 17 | 4 | 1 | -2 | 0.2 | 9 | -4
N/C(Cc1nc(-c2ccc(Br)cc2)cs1)=N\O | 3 | -9 | 6 | 14 | 4 | 0 | 0.3 | 8 | 2
COc1ccccc1Cc1c(-c2cccc(Br)c2)nc2c(C)cc(Br)cn12 | -1 | . | 17 | 14 | -1 | -6 | . | -14 | -2
COc1ccc(C(=O)N2CCC(C)(C(=O)O)C2)cc1OC (stereo not drawn) | -4 | . | 0 | -4 | 1 | 0 | . | 3 | 2
Cc1ccc2cc(CN(Cc3ccco3)S(=O)(=O)c3c(C)ccc4nsnc34)c(=O)[nH]c2c1 | -7 | -10 | -4 | -8 | 6 | -1 | -0.4 | 31 | -8
Cc1ccc(S(=O)(=O)N(Cc2n[nH]c(=S)n2-c2ccccc2)c2cccc(Cl)c2)cc1 | 7 | -32 | -15 | 18 | 3 | 1 | 0.9 | 5 | 5
CS(=O)(=O)c1cccc(C(=O)N(CCc2ccccc2)Cc2cccs2)c1 | -2 | 1 | 6 | 12 | 38* | -2 | -0.1 | -12 | -1
N#CCCN(CCN1CCCC1)S(=O)(=O)c1ccc(-c2ccc([N+](=O)[O-])cc2)cc1 | -7 | -11 | 5 | -5 | 1 | 2 | 0.5 | 4 | -8
Cc1cn([C@H]2C[C@H](O)[C@@H](CNCc3cc(Cl)ccc3OCc3ccc(Cl)cc3)O2)c(=O)[nH]c1=O | 1 | -2 | 8 | 11 | 3 | -1 | 0.3 | 0 | -2
COCCNC(=O)CNS(=O)(=O)c1ccc2nc(C)sc2c1 | 2 | 16 | 0 | 10 | 18 | -1 | -0.7 | -2 | -2
COc1cccc(/C=N/n2c(-c3ccco3)nc3ccccc3c2=O)c1 | -5 | 5 | 4 | -5 | 14 | 0 | 0.6 | 49* | -8
Cc1ccccc1NC(=O)C1CCN(C(=O)N2CCOc3ccccc32)CC1 | 2 | -14 | -9 | 23 | 2 | 1 | 4.0 | -1 | 0
